# PhoP GFP inhibition – Inhibition of PhoP regulon, Salmonella typhi GFP reporter cells, confirmation, 4 h (AID 1850) | 310,000 compounds, 0.33% hits | Salmonella Typhi PhoP-promoter GFP reporter, fluorescence, 4 h; higher % means a stronger effect | one-dose inhibition, % at 50 µM; IC50 in µM for titrated hits; in the data active = a potency from the dose series; inconclusive = inhibition mostly from about 25% at the one dose, without a potency; inactive = the rest, 99 in 100 with inhibition below about 19%;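 also: 0% = induced wells with vehicle and 100% = uninduced wells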
# influenza NS1A – H1N1 influenza NS1A inhibitors, functional cell based assay (AID 504329) | NS1A functional cell-based assay, percent inhibition; higher % means a stronger effect | one-dose inhibition, % at 12.5 µM; IC50 in µM for titrated hits | 340,000 compounds, 0.3% hits; in the data active = a potency from the dose series; inconclusive = inhibition above about 27% without an active follow-up result; also: strong numbers were not always called active
# H37Rv inhibition – M. tuberculosis growth inhibition, HTS (AID 449762); M. tuberculosis H37Rv growth inhibition, 7H9 media; higher % means a stronger effect; one-dose inhibition, % at 25 µM; IC50 in µM for titrated hits; 330,000 compounds, 0.59% hits; in the data active = a potency from the dose series; inconclusive = inhibition above about 70% without an active follow-up result;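 also: bacterial growth assessed after seven days of incubation; strong numbers were not always called active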
# inhibitors of VEEV – inhibitors of VEEV TC-83 cytopathic effect, confirmation, Vero cells (AID 588727); 350,000 compounds, 0.13% hits; inhibition, % at 20 µM; hits with a dose series show IC50 in µM; Vero cells, VEEV TC-83 cytopathic effect inhibition; higher % means a stronger effect; in the data active = a potency from the dose series; inconclusive = inhibition mostly from about 14% at the one dose, without a potency; inactive = the rest, 99 in 100 with inhibition below about 12%; also: strong numbers were not always called active
# M. tuberculosis – growth inhibition of non-replicating M. tuberculosis (AID 488890) | 320,000 compounds, 0.39% hits | inhibition, % at 25 µM, or IC50 in µM where a hit was titrated | Mycobacterium tuberculosis non-replicating, growth inhibition; higher % means a stronger effect; in the data active = a potency from the dose series; inconclusive = inhibition mostly from about 82% at the one dose, without a potency; inactive = the rest, 99 in 100 with inhibition below about 76%;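 also: plate controls were DMSO cells for no effect and high antibiotic wells for full effect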
# inhibitors of VEEV 10K pilot screen – also measured in inhibitors of VEEV; calls as there; inhibition, %; measured here: 10K pilot screen inhibition
# * hit, by the source's call; i = inactive; ? = inconclusive; / = not tested or not shown.
SMILES,PhoP GFP inhibition,influenza NS1A,H37Rv inhibition,inhibitors of VEEV,M. tuberculosis,others
CCN(CC)S(=O)(=O)c1ccc(Cl)c(C(=O)NC)c1,-4.1%,1.6%,2.3%,i,0.6%,
CC1(C)NC(=O)N(CC(=O)N2CCN(c3ccc([N+](=O)[O-])cc3)CC2)C1=O,/,-0.2%,6.5%,0.3%,-1.5%,
CCOc1cc(C(=O)NCc2ccccc2)ccc1OCC(=O)N1CCOCC1,-5.8%,-9.6%,-6.5%,0.5%,-4.6%,
CN(c1ccc(OCC(=O)OCC(=O)Nc2ccc(OC(F)F)cc2)cc1)S(=O)(=O)c1cccs1,/,-3.1%,1.1%,1.0%,-3.2%,
COc1cccc(-c2cc(C(=O)Nc3ccncc3)c3ccccc3n2)c1,-9.6%,-1.1%,-0.1%,6.1%,-1.9%,
O=C(NCc1ccccc1Cl)c1cnn2cccnc12,-3.2%,-1.9%,-5.1%,1.5%,32.4%,
Cc1cccc(NC(=O)CN2CCN(C(=O)CN3C(=O)NC4(CC(C)CC(C)(C)C4)C3=O)CC2)c1C (stereo not given),/,-1.5%,/,1.3%,/,
O=C(CCNC(=O)c1ccccc1Cl)NCCC1=CCCCC1,0.6%,-5.6%,0.2%,1.7%,-12.7%,
Cc1c(Cl)c([N+](=O)[O-])nn1CC(=O)N1CCN(C23CC4CC(CC(C4)C2)C3)CC1,12.8%,8.9%,13.6%,0.2%,8.5%,
CCCn1c(CNc2ccccc2O)nc2ccccc21,-4.9%,0.2%,?,i,3.3µM*,
Cc1cc(C)nc(N/N=C/C2=C(N3CCOCC3)C(=C/c3ccccc3)/CC2)n1,-1.0%,10.7%,?,11.0%,66.0%,
O=C(Nc1ccc2c(c1)OCCO2)c1cc2sccc2n1Cc1ccccc1,3.4%,4.0%,3.5%,i,25.5%,
Cc1ccc(S(=O)(=O)c2c(C)cc(C)[nH]c2=O)cc1,-2.7%,-4.1%,-2.6%,0.0%,4.2%,
CCC1(CC)C(=O)C2=C3C1[C@H](C(=O)OC)C=C(C(=O)OC)C[C@H]3[C@H]1C(=O)N(CC(=O)OC)C(=O)[C@H]1[C@H]2C (stereo not given in full),-4.2%,4.0%,3.8%,0.0%,5.5%,
Cc1cc(C)cc(C(=O)NC(=S)Nc2cccnc2)c1,0.1%,-1.4%,-6.7%,7.0%,49.6%,
O=C(O)c1cccc(NC(=O)c2cc(NC(=O)c3ccccc3)cc(NC(=O)c3ccccc3)c2)c1,-5.3%,-5.9%,3.9%,0.2%,-1.2%,
COc1ccc(C(=O)OCC(=O)c2ccc(S(=O)(=O)N3CCCCC3)cc2)c(OC)c1,/,10.3%,/,4.7%,/,
COc1cc(/C=N/N2C(=O)c3ccccc3NC2(C)c2cccc([N+](=O)[O-])c2)cc(Br)c1O (stereo not given),1.2%,14.6%,3.9%,2.5%,18.9%,
O=C(NC1(C(F)(F)F)NC(=O)N(CCc2ccccc2)C1=O)C1CC1 (stereo not given),-0.7%,3.1%,-2.9%,0.3%,-18.1%,
c1cncc(CNc2nc(-c3cccnc3)nc3ccccc23)c1,-18.8%,1.4%,7.9%,10.5%,3.5%,
CC(C(=O)NCC1CCCCC1)N(C)Cc1cccc(Cl)c1 (stereo not given),0.4%,7.2%,-1.6%,i,55.4%,
CSc1ccc(S(=O)(=O)NCCSC(C)(C)C)cc1,1.1%,-4.2%,-6.1%,i,14.1%,
C[C@@H](NC(=O)[C@@H]1Cc2ccccc2CN1)C(=O)NCc1ccco1,3.5%,-9.3%,-10.4%,2.8%,8.6%,
CC(=O)Cc1nnn(-c2cc(C)on2)n1,13.0%,/,-5.0%,/,-8.2%,
Nc1c(NCCC2=CCCCC2)c(=O)[nH]c(=O)n1Cc1ccccc1,-8.0%,0.3%,6.7%,4.5%,42.2%,
SMILES,PhoP GFP inhibition,influenza NS1A,H37Rv inhibition,inhibitors of VEEV,M. tuberculosis,others
CC(C)(C)c1nc2scc(-c3cccs3)c2c(=O)o1,3.9%,-9.6%,9.7%,2.6%,?,
COc1ccccc1OCC(=O)N1CCN(C(=O)c2ccco2)CC1,-1.0%,-9.5%,-2.5%,2.4%,-6.3%,
Nc1ccc(N=Nc2ccccc2)c2cccnc12,-11.8%,28.6%,10.9µM*,3.0%,79.1%,
COc1ccc(C(=O)Nc2ccccc2-c2nnn(CC(N)=O)n2)cc1,/,21.0%,/,5.0%,/,
S=C(NCc1ccc2c(c1)OCO2)NC1CC1,-14.6%,-8.8%,-2.5%,i,4.0%,
Cc1ccc(S(=O)(=O)Nc2ccccc2C(=O)Nc2ccc(S(=O)(=O)Nc3nccc(C)n3)cc2)cc1,-3.0%,-4.6%,-3.5%,3.2%,44.9%,
Cc1ccc(S(=O)(=O)N2CCC(C(=O)Nc3ccccc3N3CCCCC3)CC2)cc1,0.5%,4.0%,2.2%,1.2%,-3.7%,
CCC(C)(C)NC(=O)CC(c1ccc(OC)cc1)n1cccc1 (stereo not given),3.1%,6.5%,-4.4%,0.4%,-2.9%,
COc1ccc(NC(=O)CCNC(=O)Cn2cnc3sc4c(c3c2=O)CCCC4)c(OC)c1,-2.5%,0.4%,-1.1%,0.4%,-9.4%,
Cc1c(Cl)cccc1N1C(=O)CC(NNC(=O)c2cccnc2)C1=O (stereo not given),11.9%,0.1%,-4.5%,1.5%,-1.2%,
Cc1ccc(C(NC(=O)N2CCOCC2)C(Cl)Cl)cc1F (stereo not given),-12.3%,3.0%,6.9%,1.0%,-2.6%,
COc1ccc(/C=C/C(=O)OCC(=O)c2c[nH]c3ccccc23)cc1,/,-4.9%,-8.3%,1.3%,-5.7%,
O=C(NC(=S)Nc1cccc(NC(=O)c2ccccc2)c1)c1cccc([N+](=O)[O-])c1,-15.2%,-1.5%,-6.0%,12.6%,26.7%,
COc1ccc(N2CCN(c3ncnc4c3cnn4-c3ccc(C)cc3C)CC2)cc1,-3.6%,-1.9%,13.0%,1.1%,21.3%,
O=C(NCc1ccccc1Cl)C(=O)NCC1CCCN1S(=O)(=O)c1cccs1 (stereo not given),4.0%,1.9%,3.9%,5.3%,22.3%,
CNS(=O)(=O)c1cc(NC(=O)c2cnc(SC)n2-c2ccccc2)ccc1C,-1.8%,-4.8%,5.8%,1.8%,4.5%,
C[n+]1ccn(CC(=O)c2cc(C(C)(C)C)c(O)c(C(C)(C)C)c2)c1,-1.6%,-12.1%,5.7%,0.1%,-20.7%,
CCCn1c(N)c(N(CCOC)C(=O)/C=C/c2cccc(Cl)c2)c(=O)[nH]c1=O,-7.0%,-9.2%,-3.0%,0.9%,-0.6%,
Cc1cc(C)n(-c2ccc(C(=O)Nc3nnc(C)s3)cc2)n1,0.6%,-5.8%,-10.0%,3.0%,-8.3%,
CCn1ncc(C2=NOC(C(=O)Nc3cccc(O)c3)C2)c1C (stereo not given),0.8%,-10.4%,-2.2%,1.3%,-34.9%,
Cc1ccc(NC(=O)CCC(=O)N/N=C/c2coc3ccccc3c2=O)cc1,4.2%,-10.0%,1.1%,1.3%,25.4%,
CCCC(CCC)C(=O)Nc1cccc(C(=O)O)c1,6.9%,-3.1%,-1.9%,0.3%,-1.2%,
COc1ccc(C(CNC(=O)c2ccc(Cl)c(NC(=O)c3cccs3)c2)N2CCCC2)cc1 (stereo not given),-2.3%,-6.8%,28.0%,11.3%,31.6%,
CCCC(=O)Nc1ccc(Nc2ccccc2)cc1,-4.6%,-2.8%,-9.8%,0.2%,6.0%,
CN1C(=O)c2ccccc2C(C(=O)O)C1c1cccc(F)c1 (stereo not given),-4.9%,9.8%,-10.3%,0.8%,0.9%,
SMILES,PhoP GFP inhibition,influenza NS1A,H37Rv inhibition,inhibitors of VEEV,M. tuberculosis,others
Fc1ccccc1N1CCN(CC2CC3C=CC2C3)CC1 (stereo not given),2.9%,-7.5%,18.1%,0.4%,2.9%,
CCN(CC)S(=O)(=O)c1ccc(OC)c(NC(=O)c2cccs2)c1,-14.2%,-5.1%,2.3%,4.2%,8.2%,
CCOC(=O)CSc1nc2cc(C(=O)NCc3ccco3)ccc2c(=O)n1-c1ccc(F)cc1,7.7%,1.0%,-9.2%,2.6%,-2.1%,
CC(C)CCNC(=O)C1c2ccccc2Oc2ccccc21,-5.1%,-6.6%,-0.1%,i,-4.9%,
CCOC(=O)C1CCCN(Cc2ccc(OC)c(OCc3ccccc3)c2)C1 (stereo not given),-9.4%,0.7%,2.4%,0.3%,7.4%,
COC(=O)C1(Cc2ccc(O)cc2)OC(=O)C(O)=C1c1ccc(O)cc1 (stereo not given),13.9%,1.5%,-1.4%,1.1%,14.4%,
N#C/C(=C\c1ccncc1)c1nc2ccccc2c(=O)[nH]1,-6.6%,0.4%,-0.1%,1.2%,-13.1%,
O=C(C/C=N\OCc1c(Cl)cccc1Cl)Oc1ccc(Cl)cc1Cl,-3.4%,-16.0%,-0.9%,0.6%,1.0%,
COc1ccc(OC)c(N(CC(=O)N2CCN(c3cc(Cl)ccc3C)CC2)S(C)(=O)=O)c1,-9.8%,-2.6%,-6.2%,5.4%,31.1%,
CC(C)(C)c1ccc(C(=O)NCCC(=O)N2CCCC2)cc1,-10.4%,5.8%,0.9%,0.5%,10.5%,
COc1cc2cc(CN(C(=O)NC3CCCCC3)C3CCCC3)c(=O)[nH]c2cc1OC,2.2%,-22.0%,-6.5%,8.8%,2.7%,
O=C(NCC1CCCO1)C(c1ccc(F)cc1)N(CCCN1CCOCC1)C(=O)c1ccc(-c2ccccc2)[nH]1 (stereo not given),1.0%,/,-7.0%,/,11.6%,
O=C(c1ccc(-c2nnc(-c3ccccc3)o2)cc1)N1CCCCCC1,11.2%,-7.0%,6.4%,0.9%,-5.8%,
CC(C)c1ccc(NC(=O)NCc2ccccn2)cc1,-6.7%,-5.8%,-6.1%,2.8%,21.8%,
O=S(=O)(O)c1ccc(Cl)c(Cl)c1,/,-6.5%,/,3.9%,/,
Cc1cc(C)c(C(N)=O)c(Nc2cccc(Cl)c2C)n1,3.8%,1.6%,4.5%,2.1%,0.7%,
CCOC(=O)C(C(C)=O)c1nc(C)nc2c1nnn2Cc1ccccc1Cl (stereo not given),/,27.0%,/,3.1%,/,
O=C(Cc1ccc(-n2c(=O)c3sccc3n(Cc3ccc(F)cc3)c2=O)cc1)NCc1ccco1,-9.2%,-14.3%,-9.0%,0.1%,/,
CC(C)=CCc1c(C)nc2ccccc2c1C(=O)O,4.3%,-2.0%,0.9%,i,-10.2%,
COc1ccc(OC)c(S(=O)(=O)N2CCC3(CC2)OCCN3S(=O)(=O)c2ccccc2)c1,7.1%,0.1%,-10.1%,6.1%,4.2%,
C[C@@H](C(=O)Nc1ccc2ccccc2c1)[C@@H]1C[C@@]1(C)[C@@H](NC(=O)c1cccnc1)c1ccccc1,5.1%,0.7%,1.2%,1.1%,3.8%,
CCn1c(O)c(N=NC(=O)CNC(=O)/C=C/c2ccccc2)c2ccccc21,9.4%,-0.9%,5.7%,4.0%,2.6%,
CCCNC(=O)c1cc2c(C(F)(F)F)nn(C)c2s1,-1.7%,-7.0%,-9.3%,1.2%,65.5%,
COCCn1nnnc1CN1CCC(Cc2ccccc2)CC1,-8.0%,3.0%,4.9%,0.9%,6.8%,
O=C(NNC(=O)c1ccc(-c2ccccc2)cc1)c1ccccc1,1.1%,-5.8%,3.5%,i,-3.4%,
CCC(=O)c1ccc(OCC(=O)N(CC)CC(=O)Nc2ccccc2OC)cc1,/,-13.9%,-5.5%,0.3%,25.3%,
CCOC(=S)SCc1cn2ccc(C)cc2n1,-3.0%,28.3%,-4.1%,1.5%,?,inhibitors of VEEV 10K pilot screen=2.6
Cc1ccc(-c2cc(C(=O)N3CCOCC3)c3cc(C)ccc3n2)cc1,4.3%,-7.2%,20.7%,10.3%,26.0%,
CCOCCCNC(=O)C(NC(=O)Cc1cccs1)c1ccc(Cl)cc1 (stereo not given),-4.8%,-2.3%,-15.2%,i,-2.4%,

# Compounds above containing a COOH group (four):
SMILES,PhoP GFP inhibition,influenza NS1A,H37Rv inhibition,inhibitors of VEEV,M. tuberculosis,others
O=C(O)c1cccc(NC(=O)c2cc(NC(=O)c3ccccc3)cc(NC(=O)c3ccccc3)c2)c1,-5.3%,-5.9%,3.9%,0.2%,-1.2%,
CCCC(CCC)C(=O)Nc1cccc(C(=O)O)c1,6.9%,-3.1%,-1.9%,0.3%,-1.2%,
CN1C(=O)c2ccccc2C(C(=O)O)C1c1cccc(F)c1 (stereo not given),-4.9%,9.8%,-10.3%,0.8%,0.9%,
CC(C)=CCc1c(C)nc2ccccc2c1C(=O)O,4.3%,-2.0%,0.9%,i,-10.2%,

# Bioassay records as filed in PubChem.
